HttQ103 aggreg = reduces HttQ103-GFP aggregates in PC12 cells; 220,000 compounds, 1.1% hits; PC12 HttQ103-GFP aggregates, Acumen cytometry, 40 h; Potency, µM (series often up to 46.1 µM), without a hit: top-dose activity change, negative = inhibition, hits mostly inhibitors; note: potency is the fitted concentration of half-maximal effect; % is set by controls: 0 for no effect and ±100 for the full control effect; nearly all actives have a fitted effect of over 60% in size
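Read-out: GFP aggregate count by laser scanning cytometer (488 nm excitation, 500-530 nm emission, 1–25 µm objects >6 SD above background). Cells: PC12, inducible HTTex1-Q103-GFP, 100 nM tebufenozide; compounds titrated.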
KinaseGlo FLuc = counter-screen: inhibitors of Kinase-Glo firefly luciferase | Potency, µM (doses to about 38.3 µM), inactives show at the top dose activity change, negative = inhibition, hits mostly inhibitors | Kinase-Glo luciferase, ATP luminescence, 8 min | 200,000 compounds, 0.28% hits; note: potency is the fitted concentration of half-maximal effect; % is set by controls: 0 for no effect and ±100 for the full control effect; nearly all actives have a fitted effect of over 60% in size
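Kinase-Glo luciferase light output from ATP and luciferin was measured with 10 uM ATP, within the enzyme's linear range. Buffer: 50 mM imidazole pH 7.2, 50 mM KCl, 7 mM MgCl2, 0.01% Tween 20, 0.05% BSA; luminescence read after 8 min at ambient temperature.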
IMPase Li cell = cell-permeable IMPase inhibitors with lithium potentiation; 210,000 compounds, 0.35% hits; Potency, µM (doses to about 59.4 µM), for inactives: top-dose activity, negative = IMPase inhibition, actives largely listed as inhibitors; CHO-M1 cells, IP1 TR-FRET (IP-One), carbachol + lithium;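 note: IP1 builds up when IMPase is blocked and the TR-FRET signal falls; potency is the fitted concentration of half-maximal effect; plate controls were basal vehicle for no effect and high inhibitor control for full effect; nearly all actives have a fitted effect of over 50% in size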
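Test compounds were applied to CHO-M1 cells previously cultured for 16–30 h at 2000 per well. A small lithium amount accompanied them; after 30 min at 37C, IP1 was quantified by TR-FRET.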
Epigenetic derep = epigenetic control regulation, reporter derepression; murine LDR cells, GFP reporter derepression, 30 h; Potency, µM (titrated, usually from 53.9 µM), inactives show at the highest dose GFP activation, usual class: activators; 280,000 compounds, 0.2% hits; AID 1865; note: potency is the fitted concentration of half-maximal effect; % of control where 0% means no effect; nearly all actives have a fitted effect of over 60% in size
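Reporter derepression read as number of fluorescent GFP-positive objects, 20-120 um in size, counted by laser-scanning cytometer. Mouse LDR line with an epigenetically silenced CMV-GFP locus; compound incubation 30 h, 37 C.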
L3MBTL1 inh = blocks human L3MBTL1. AlphaScreen L3MBTL1–H3K9me1 peptide binding. Potency, µM (top dose mostly 57.1 µM), for the others: top-dose activity, negative = inhibition, hits mostly inhibitors. 230,000 compounds, 0.66% hits. AID 485360; note: potency is the fitted concentration of half-maximal effect; % is set by controls: 0 for no effect and ±100 for the full control effect; nearly all actives have a fitted effect of over 60% in size
Target sequence (Q9Y468 whole entry, looked up): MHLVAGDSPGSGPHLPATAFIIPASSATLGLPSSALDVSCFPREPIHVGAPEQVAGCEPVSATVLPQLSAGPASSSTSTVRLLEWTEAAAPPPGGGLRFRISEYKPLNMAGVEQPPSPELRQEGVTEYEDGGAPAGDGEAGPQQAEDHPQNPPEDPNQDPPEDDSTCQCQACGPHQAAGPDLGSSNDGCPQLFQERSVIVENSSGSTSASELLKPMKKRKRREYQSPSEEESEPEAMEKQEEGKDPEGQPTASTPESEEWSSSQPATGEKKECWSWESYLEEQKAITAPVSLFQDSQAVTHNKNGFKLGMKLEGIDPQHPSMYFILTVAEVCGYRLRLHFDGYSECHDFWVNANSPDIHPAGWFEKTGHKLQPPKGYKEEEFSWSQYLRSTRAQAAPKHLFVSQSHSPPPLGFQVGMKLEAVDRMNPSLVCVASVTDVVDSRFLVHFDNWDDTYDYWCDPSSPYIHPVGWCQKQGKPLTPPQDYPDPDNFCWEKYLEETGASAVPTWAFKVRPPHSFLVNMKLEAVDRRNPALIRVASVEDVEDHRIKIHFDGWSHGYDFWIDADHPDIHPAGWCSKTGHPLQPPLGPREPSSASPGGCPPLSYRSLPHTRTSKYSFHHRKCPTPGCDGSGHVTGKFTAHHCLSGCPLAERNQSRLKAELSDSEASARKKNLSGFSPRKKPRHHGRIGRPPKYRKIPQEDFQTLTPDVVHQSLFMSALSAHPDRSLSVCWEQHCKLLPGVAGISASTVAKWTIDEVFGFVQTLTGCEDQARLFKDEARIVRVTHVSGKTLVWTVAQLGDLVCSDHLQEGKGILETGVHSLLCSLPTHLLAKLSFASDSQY
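L3MBTL1 50 nM + b-AHA-H3(1-15)K9me1 75 nM, 30 min RT; compound added, 30 min RT; streptavidin donor/Ni-chelate acceptor beads 10 ug/mL each final, 30 min RT dark; AlphaScreen read.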
NPSR antagonist = antagonists of human neuropeptide S receptor cAMP signaling; CHO-NPSR cells, cAMP TR-FRET, antagonist mode; 220,000 compounds, 1% hits; Q6W5P4; AID 1461; Potency, µM (highest dose often 38.3 µM), for the others: at the top dose activity change, negative = inhibition, hits mostly inhibitors; note: potency is the fitted concentration of half-maximal effect; % is set by controls: 0 for no effect and ±100 for the full control effect; nearly all actives have a fitted effect of over 50% in size; many of its hits are not listed in these tables
CBFb-RUNX1 inh = CBF-beta/RUNX1 interaction disruption; Q01196+Q13951; AlphaScreen CBFb-His/RUNX1-biotin binding, biochemical; Potency, µM (highest dose often 59.8 µM), inactives show at the highest dose activity, negative = inhibition, actives largely listed as inhibitors; 230,000 tested, under 10 active; note: % of control where 0% means no effect
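Bead-based AlphaScreen assay; binding partners His-tagged CBF-beta and biotinylated RUNX1 at 30 nM each. Compound exposure 15 min after a 20-min protein preincubation; bead step 90 min; all steps at room temperature.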
Numbers without * were called inactive; ? = inconclusive; nt = not tested or not shown; & = joins results of further samples; [ ] = dose if it differs, or a comment. Calls come from the whole dose curve; as a rule, active = well fitted curve in the direction sought with a large enough effect; inconclusive = small, poorly fitted or top-dose-only effect, or another doubt; inactive = no such curve, though single readings can be large; an effect the other way counts as inactive or inconclusive. A portion of the library; rates above refer to the full screens.

SMILES	HttQ103 aggreg	KinaseGlo FLuc	IMPase Li cell	Epigenetic derep	L3MBTL1 inh	NPSR antagonist	CBFb-RUNX1 inh
COc1cccc(N2C(=O)C(c3ccccc3)=C(c3nc4ccccc4s3)C2NC(C)=O)c1 (configuration not stated)	1%	15%	42%[activator][38.3 µM]	0.1%	nt	-24%[46.1 µM]	-3%
COc1ccccc1NC(=O)c1c(Br)cnn1C	?	1%	-1%	-4.4%	13%	14%	4%
COCCNC(=S)N1CCN(c2cccc(C)c2C)CC1	-17%	2%	-3%	-0.3%	nt	6%	6%
CCOC(=O)N1CCN(C(=O)COc2ccccc2OC)CC1	9%	-2%	-2%[38.3 µM]	-1.1%	-6%	-2%[46.1 µM]	7%
O=S(=O)(NCc1cccnc1)c1cccs1	4%	-4%	-5%[38.3 µM]	?	-5%	3%[7.67 µM]	11%
CCOC(=O)c1[nH]c(C)c(C(=O)NC(C)(C)C)c1C	1%	3%	1%[38.3 µM]	0.0%	1%	7%[46.1 µM]	-2%
COC(=O)c1ccc(-c2ccco2)n1Cc1cccc(C)c1	26%	20%	32%[38.3 µM]	-1.0%	nt	-8%[46.1 µM]	-13%
N#Cc1c(/N=C/c2ccccc2)oc(-c2ccccc2)c1-c1ccccc1	-23%	0%	6%	-1.0%	27%	-11%[46.1 µM]	-1%
CN(C)/C=C(/C#N)C(=O)c1cccc(Oc2ccc(C(C)(C)C)cc2)c1	-3%	-2%	36%[38.3 µM]	0.1%	nt	?	-2%
CCCOc1ccc2c(C)c(CC(=O)OC)c(=O)oc2c1	-17%	2%	-2%[38.3 µM]	-1.1%	8%	-10%[46.1 µM]	10%
COCCN(CCOC)Cc1c(O)ccc2c3c(c(=O)oc12)CCC3	-6%	-1%	-22%[38.3 µM]	-1.0%	-2%	8%[46.1 µM]	-3%
CCN(CC)CC(=O)c1c[nH]c2ccc(C)cc12	15%	0%	-2%[38.3 µM]	-1.0%	-2%	-2%[46.1 µM]	0%
CCN(CC)c1ccc(/C=N/NC(=O)C(O)c2ccccc2)cc1 (configuration not stated)	5%[9.22 µM]	-1%	3%	5.8%	-9%	22%	-3%
N#CC1C(=O)NC(N2CCN(c3ccccc3)CC2)=NC12CCCCC2 (configuration not stated)	-4%	-2%	4%[38.3 µM]	0.1%	5%	6%[46.1 µM]	-3%
Cc1cccc(N/N=C2/COC(C)(C)CC2=O)c1	2%	-1%	6%	5.3%	-9%	-1%	0%
COCCCNc1c2c3c(cccc3[nH]c1=O)C(=O)c1ccccc1-2	10µM*	1%	-12%[38.3 µM]	?	nt	-12%[46.1 µM]	?
NC(=O)c1ccccc1NC(=S)NC(=O)c1ccc(Br)o1	-2%	1%	-1%	-0.9%	1%	14%	7%
CCCn1c(SCC(=O)N2CCCCC2)nnc1-c1ccccn1	0%	0%	7%	1.2%	6%	2%	-6%
CCN1Cc2c(/C=C/c3ccccc3)nc3ccc(OC)cc3c2N(c2cccc(Cl)c2)C1	6%[9.22 µM]	nt	nt	?	-25%	?	16%
O=C(CN1CCN(CCC(=O)Nc2ccccc2F)CC1)Nc1ccc(Cl)cc1	?	-3%	5%[38.3 µM]	1.0%	57%[activator]	-6%[46.1 µM]	18%
CCCNS(=O)(=O)c1ccc(CCC(=O)NCC2CCCO2)cc1 (configuration not stated)	-9%	2%	-2%	-1.0%	18%[11.4 µM]	-3%	4%
Cc1ccc2nc(-c3ccc(NC(=O)Cc4cccs4)cc3)[nH]c2c1	36%	-2%	-1%[38.3 µM]	0.1%	2%	-18%[46.1 µM]	3%
Cc1ccc(C)c2c1c1ccccc1n2C	-11%[9.22 µM]	nt	nt	0.5%	10%	-17%	12%
Cc1cc(C)c(NC(=O)Cn2cnc3c(oc4ccccc43)c2=O)c(C)c1	-10%	0%	-11%	?	nt	-3%	-3%
O=C(Cc1nc2ccccc2[nH]1)c1cccc([N+](=O)[O-])c1	0%[9.22 µM]	nt	nt	0.5%	-2%	49%	-4%

Complete entries from above. Screens in order: HttQ103 aggreg | KinaseGlo FLuc | IMPase Li cell | Epigenetic derep | L3MBTL1 inh | NPSR antagonist | CBFb-RUNX1 inh
CCN(CC)CC(=O)c1c[nH]c2ccc(C)cc12 across the screens: 15% | 0% | -2%[38.3 µM] | -1.0% | -2% | -2%[46.1 µM] | 0%
CCOC(=O)c1[nH]c(C)c(C(=O)NC(C)(C)C)c1C across the screens: 1% | 3% | 1%[38.3 µM] | 0.0% | 1% | 7%[46.1 µM] | -2%

(continued)
SMILES	HttQ103 aggreg	KinaseGlo FLuc	IMPase Li cell	Epigenetic derep	L3MBTL1 inh	NPSR antagonist	CBFb-RUNX1 inh
CCOc1cc(/C=C2/N=C(C)C(C(=O)OC)=C2O)ccc1O	-18%[9.22 µM]	-3%	46%[activator]	-1.0%	-6%	52%	3%
COc1cc(CNC2CCCCC2OC)cc(OC)c1 (configuration not stated)	-5%	2%	11%	-5.1%	4%	15%	0%
CC(C)CC(NC(=O)C(NC(=O)OC(C)(C)C)C(C)C)C(=O)NC(CCC(=O)OCc1ccccc1)C(N)=O (configuration not stated)	-15%	-1%	11%	-2.7%	?	-4%[46.1 µM]	17%
COC(=O)c1ccccc1COn1c(=O)c[n+]([O-])c2ccccc21	-8%	-1%	-3%	?	-1%	-8%[46.1 µM]	-3%
Cc1nc(Nc2ccccc2)c2nc(-c3ccccc3)n(CCCN3CCCCC3C)c2n1 (configuration not stated)	nt	-1%	15%	3.5%	nt	nt	13%
CCc1ccc(C(=O)N/N=C/c2ccc(Cl)cc2Cl)nc1	-7%	0%	7%	0.0%	7%	-13%[46.1 µM]	2%
COc1ccccc1-c1oc2ccccc2c(=O)c1OC	nt	4%	17%	2.6%	nt	nt	3%[21.7 µM]
Cc1cc(SCC(=O)N/N=C/c2ccc(O)c(O)c2O)c(C)cc1Br	?	-2%	27%[38.3 µM]	1.0%	nt	-3%[46.1 µM]	-19%
NC(=S)N/N=C/c1cn(-c2ccccc2)nc1-c1cccnc1	5%[9.22 µM]	nt	nt	?	-2%	25%	10%
COc1cc2c(cc1OC)C(c1ccccc1)N(C(=O)c1ccco1)CC2 (configuration not stated)	3%	0%	15%[38.3 µM]	-0.4%	nt	-23%[46.1 µM]	-2%
COc1ccc(Cc2nc(-c3ccc(Br)o3)no2)cc1OC	1%	2%	27%[38.3 µM]	-0.7%	6%	-10%[46.1 µM]	3%
CCCCCn1c(NC2CCCCC2)nc2c1c(=O)[nH]c(=O)n2C	2%[9.22 µM]	nt	nt	1.1%	nt	-12%	18%
CCCCN(C)CCCNC(=O)C1CC(=O)N(Cc2ccc(OC)cc2)C1 (configuration not stated)	-2%	-2%	-15%[38.3 µM]	0.0%	nt	-23%[46.1 µM]	-3%
CC1=NN(c2ccc(N)cc2)C(=O)C1	19%[9.22 µM]	7%	35%[activator][38.3 µM]	1.8%	nt	-4%[46.1 µM]	-11%
CCCn1c(SCC(=O)Nc2cccc(NC(C)=O)c2)nnc1C(C)C	5%	-3%	-1%[38.3 µM]	-1.0%	-3%	10%[46.1 µM]	0%
CN(C)S(=O)(=O)c1cccc(NC(=O)COC(=O)/C=C/c2ccco2)c1	-4%	-1%	0%	0.0%	?	10%	-24%
Cc1ccc(C#N)c(SCC(=O)Nc2nccs2)n1	9%	1%	13µM*	-0.8%	-13%	?	-1%
O=C(N/N=C1\CCCc2ccccc21)c1ccc([N+](=O)[O-])cc1Cl	-23%	0%	-1%[38.3 µM]	-1.1%	?	-14%[46.1 µM]	6%
CCN(CC)CC(=O)Nc1c(Br)ccc2c1OCO2	7%	0%	-8%[38.3 µM]	0.0%	10%	-3%[46.1 µM]	0%
CN(C(=O)CC(=O)Nc1ccc(Cl)c(Cl)c1)c1ccccc1	-9%	2%	3%	1.1%	-11%	-7%	-4%
O=C(N/N=C/c1ccc(OCC(=O)N2CCOCC2)cc1)c1ccccc1Cl	?	0%	-4%	-1.5%	4%	10%	1%
C=CCNc1nc(SC)nc2ccsc12	-20%	2%	4%	-3.4%	5%	-1%[46.1 µM]	3%
Cc1ccsc1C(=O)OCC(=O)N1CC(=O)Nc2ccccc21	7%	2%	4%[38.3 µM]	-5.8%	-4%	2%[46.1 µM]	7%
O=C(c1ccccc1NS(=O)(=O)c1ccc(F)cc1)N1CCc2ccccc21	13%	10%	4%	-3.1%	5%	-3%	-2%
COC(=O)c1ccc(NC(=O)CCN2CCCCC2)cc1	18%&-8%	-4%&3%	-6%[38.3 µM]	0.0%&-0.9%	-7%&-8%	?	11%&10%
SMILES	HttQ103 aggreg	KinaseGlo FLuc	IMPase Li cell	Epigenetic derep	L3MBTL1 inh	NPSR antagonist	CBFb-RUNX1 inh
CC(C)Oc1ccc(/C=C(/NC(=O)c2ccccc2)C(=O)NCCC(=O)O)cc1	-40%[9.22 µM]	-5%	3%	0.0%	-6%	12%	6%
COCCn1c(C)cc(C2=NNC(=Nc3ccc(OC)cc3)SC2)c1C	12%	-4%	-11%[38.3 µM]	-1.4%	-1%	-8%[46.1 µM]	-19%
Cc1nc(Cl)c(C#N)c2c1CCCC2	-25%[9.22 µM]	nt	nt	7.3%	8%	-28%	5%
Cn1cnc2c(NC3CCCC3)ncnc21	nt	-5%	2%&-2%	-1.2%&1.1%	nt	-9%[46.1 µM]	-1%&1%
COCc1ccc(C(=O)N2CCCC(C(=O)c3cccc(C(F)(F)F)c3)C2)o1 (configuration not stated)	13%[9.22 µM]	1%	5%	6.8%	7%	10%	7%
Cc1ccccc1OCC(=O)NCCN1CCCC1	-8%	nt	nt	-5.7%	-9%	2%[46.1 µM]	-1%
C#CCOCCOCCOCCNc1nc(N2CCN(C(=O)[C@H]([C@@H](C)CC)n3cc(CCCN=C(N)N)nn3)CC2)nc(N2CCN(C(=O)[C@H]([C@@H](C)CC)n3cc(CCCN=C(N)N)nn3)CC2)n1	-1%	-1%	20%	0.0%	-2%	5%	4%[2.36 µM]
O=C(Nc1ccc(O)cc1)c1cc(S(=O)(=O)N2CCCC2)ccc1Cl	-25%	nt	nt	-5.3%	-5%	-7%[46.1 µM]	6%
COC(=O)c1ccccc1NC(=O)CN1CCN(C23CC4CC(CC(C4)C2)C3)CC1	-10%	23%	45%[activator][38.3 µM]	1.0%	nt	-8%[46.1 µM]	4%
CCOc1ccccc1NC(=O)NC1(C(=O)N2CCN3CCCC3C2)CCCCC1 (configuration not stated)	3%	-3%	-10%[38.3 µM]	-0.2%	10%	3%[46.1 µM]	6%
Cc1ccc(C(=O)c2c[nH]c3c(F)cc(F)cc3c2=O)cc1	10%	7%	?	0.0%	5%	-1%	-8%
COC(=O)c1ccccc1N1C(=O)C2C(C1=O)C1C=CC2C12CC2 (configuration not stated)	1%	-6%	-16%[38.3 µM]	-1.4%	-1%	1%[46.1 µM]	4%
NC(=O)c1ccc(Oc2cccc3cccnc23)c([N+](=O)[O-])c1	-14%[9.22 µM]	-3%	10%	-1.9%[10.1 µM]	-3%	7%	-18%
